Bioassay records (PubChem)
LMPTP block = LMPTP (human) inhibition. inhibition, % at 20 µM. recombinant LMPTP-A, OMFP fluorogenic substrate, fluorescence intensity. AID 651560. 360,000 compounds, 0.22% hits. P24666;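 active = compounds that cut the enzyme signal by at least half of the control window in the single-dose screen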;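 also: plate controls were DMSO wells with enzyme plus substrate for no effect and substrate without enzyme for full effect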
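Test system: LMPTP-A phosphatase enzyme; input: 0.625 nM LMPTP-A final; reagent: OMFP substrate, 400 µM final; compound dosing: 20 µM single dose, 3% DMSO; incubation: 50 min dark incubation at room temperature; measured by: endpoint fluorescence intensity from OMFP dephosphorylation; measure: % inhibition relative to no-enzyme and uninhibited control wells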
Tb MetRS inh = Trypanosoma brucei MetRS inhibition; purified T. brucei MetRS, ATP depletion, Kinase-Glo luminescence; inhibition, % at 11.9 µM; 360,000 compounds, 0.4% hits; AID 624268;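 active = inhibition above a per-plate cutoff of the control wells' mean inhibition plus 3 SD, cut at about 5.5% in these data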;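 also: 0% = DMSO wells median and 100% = median of wells with control inhibitor compound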
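Dosing: 11.9 µM compound single dose, 0.9% DMSO; Assay system: purified T. brucei MetRS enzyme; Measured by: Kinase-Glo luciferase luminescence reporting remaining unconsumed ATP; Schedule: 15 min plus 2 h at 25 °C.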
DNMT1 block = blocks human DNA methyltransferase DNMT1. 360,000 compounds, 0.83% hits. DNMT1 molecular beacon, Hinp1I cleavage, fluorescence. P26358. AID 588458. inhibition (reported as % activation of signal), % at 10 µM; in the data active = inhibition above about 50%
CSN inh = CSN deneddylation inhibition. Q92905. Purified CSN, SCF-Nedd8-OG deneddylation, fluorescence polarization. inhibition, % at 12.5 µM. AID 651999. 360,000 compounds, 0.38% hits;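 active = pattern-corrected inhibition above about 35%, with an unprinted fluorescence ratio check between 0.5 and 1.5, limit read from the data, passing the limit was not always enough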;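 also: 0% = enzyme with substrate and 100% = substrate without enzyme; some results filed as inactive read as strong as hits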
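Material: purified human Csn5 enzyme expressed in HEK293T cells / Medium: Tris buffer pH 7.5, NaCl, DTT, Tween-20, trehalose, ovalbumin / Compound dosing: 12.5 µM single point / Schedule: 90 min incubation of compound, enzyme and substrate at room temperature / Signal: fluorescence polarization of the substrate / Control set: no-enzyme wells high, enzyme-with-substrate wells low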
Rpn11 inh = inhibitors of human proteasome Rpn11. human 26S proteasome, Ub4-pepOG fluorescence polarization; 20S core pre-blocked with epoxomicin. calls only at 20 µM. O00487. 360,000 compounds, 0.59% hits;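 active = inhibition at 20 µM, scaled to each plate's controls, above about 33%, limit read from the data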
STEP inh = blocks human striatal-enriched tyrosine phosphatase; recombinant STEP, OMFP fluorogenic substrate, fluorescence; inhibition, % at 20 µM; 360,000 compounds, 0.25% hits; AID 588621;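 active = inhibition at 20 µM, scaled per plate between control wells, above about 37%, limit read from the data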;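 also: 0% = DMSO with enzyme and substrate and 100% = substrate only without enzyme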
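System: STEP (striatal-enriched tyrosine phosphatase) enzyme, cell-free; medium: Bis-Tris pH 6.0 buffer with DTT, detergent; dosing: 20 µM, 1% DMSO; times: reaction 20 min, ambient temperature; detection: fluorescence, 480/540 nm; read-out basis: normalized % inhibition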
MLLE-PAM2 inh = inhibitors of microRNA-mediated deadenylation, human PABP1 MLLE binding; GST-MLLE / FITC-PAM2 fluorescence polarization; 360,000 compounds, 0.36% hits; inhibition, % at 20 µM; P11940; in the data active = inhibition above about 35%, passing the limit was not always enough;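 also: plate controls were DMSO wells with GST-MLLE for no effect and wells lacking GST-MLLE protein for full effect; some results filed as inactive read as strong as hits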
Target sequence (P11940 whole entry, looked up): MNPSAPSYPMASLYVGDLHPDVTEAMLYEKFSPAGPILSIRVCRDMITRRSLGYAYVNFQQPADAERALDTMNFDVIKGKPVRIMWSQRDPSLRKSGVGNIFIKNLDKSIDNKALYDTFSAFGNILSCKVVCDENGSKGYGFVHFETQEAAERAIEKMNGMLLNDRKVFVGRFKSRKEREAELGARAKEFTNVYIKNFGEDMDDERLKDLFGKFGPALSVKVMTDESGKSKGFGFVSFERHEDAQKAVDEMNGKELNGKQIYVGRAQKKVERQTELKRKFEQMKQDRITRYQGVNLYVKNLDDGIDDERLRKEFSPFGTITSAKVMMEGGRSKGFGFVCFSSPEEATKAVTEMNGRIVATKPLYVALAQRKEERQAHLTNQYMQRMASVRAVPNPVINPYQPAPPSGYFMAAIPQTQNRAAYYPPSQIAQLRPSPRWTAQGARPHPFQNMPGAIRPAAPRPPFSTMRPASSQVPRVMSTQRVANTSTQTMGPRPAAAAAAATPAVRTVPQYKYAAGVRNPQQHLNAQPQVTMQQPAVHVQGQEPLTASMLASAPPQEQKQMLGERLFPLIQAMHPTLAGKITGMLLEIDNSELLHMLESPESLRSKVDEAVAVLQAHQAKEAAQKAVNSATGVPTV
NadD inh = inhibitors of Staphylococcus aureus NadD. purified NadD enzyme, colorimetric absorbance read-out. inhibition, % at 20 µM. 360,000 compounds, 0.78% hits. AID 602399; in the data active = inhibition above about 26%; also: some compounds past the cut are filed as inactive
Scp-1 inhibitor = Scp-1 (human) phosphatase inhibition | 340,000 compounds, 0.88% hits | Recombinant Scp1, phosphopeptide, malachite green phosphate absorbance | inhibition, % at 20 µM;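 active = inhibition above about 50% at 20 µM, limit read from the data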;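 also: plate controls were DMSO wells with enzyme for no effect and wells lacking enzyme for full effect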
Target sequence (Q9GZU7 76-261 limits assumed): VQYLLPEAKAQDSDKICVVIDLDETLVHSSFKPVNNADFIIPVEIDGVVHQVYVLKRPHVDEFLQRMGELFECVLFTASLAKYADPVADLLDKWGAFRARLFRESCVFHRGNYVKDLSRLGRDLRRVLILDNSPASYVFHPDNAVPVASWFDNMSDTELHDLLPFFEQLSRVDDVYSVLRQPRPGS
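Material: truncated SCP-1 phosphatase (76-261aa) / Buffer or medium: 50 mM Tris acetate pH 5.5, 0.005% Tween-20, 10 mM MgCl2 / Compound dosing: one concentration, 20 µM, with 1.0% DMSO / Incubation: 45 min room-temperature reaction, 5 min colour, 30 min stabiliser / Detection: colorimetric free-phosphate detection, absorbance 630 nm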
SUMO1 PPI mod = SUMO1-SIM interaction modulation; inhibition, % at 20 µM; AID 602429; SUMO1 binding to a labelled peptide, TR-FRET, 1 h; P63165; 360,000 compounds, 0.33% hits; in the data active = inhibition above about 37%
Target sequence (P63165 whole entry, looked up): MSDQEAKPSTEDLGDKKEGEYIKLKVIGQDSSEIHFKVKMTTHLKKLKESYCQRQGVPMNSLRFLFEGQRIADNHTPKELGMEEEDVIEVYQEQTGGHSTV
Active calls of the source: *.

What do the screens show for `O=C(CN1C(=O)NC2(CCCC2)C1=O)N1CCc2ccccc2C1`?
LMPTP block: 1.3; Tb MetRS inh: 0.1; DNMT1 block: -1; CSN inh: 2; Rpn11 inh: inactive; STEP inh: 3; MLLE-PAM2 inh: -13; NadD inh: -2; Scp-1 inhibitor: -13; SUMO1 PPI mod: 4

Results for Cc1nnc(NC(=O)C23CC4CC(CC(C4)C2)C3)s1 ?
LMPTP block: -2.4; Tb MetRS inh: -0.1; DNMT1 block: 1; CSN inh: 1; Rpn11 inh: inactive; STEP inh: 0; MLLE-PAM2 inh: 6; NadD inh: 0; Scp-1 inhibitor: -16; SUMO1 PPI mod: 2

How did CCOC(=O)CNC(=O)C1(NC(=O)CNC(=O)OCc2ccccc2)CCCC1 do in these assays?
LMPTP block: -0.5; Tb MetRS inh: 0.2; DNMT1 block: -1; CSN inh: -1; Rpn11 inh: inactive; STEP inh: 1; MLLE-PAM2 inh: 1; NadD inh: 2; Scp-1 inhibitor: -8; SUMO1 PPI mod: -4

How did CCOP(=O)(OCC)C(NCc1ccccc1)c1ccc(Br)cc1 (centres undefined) do in these assays?
LMPTP block: -0.9; Tb MetRS inh: -0.4; DNMT1 block: -1; CSN inh: 4; Rpn11 inh: inactive; STEP inh: 0; MLLE-PAM2 inh: -1; NadD inh: -5; Scp-1 inhibitor: 3; SUMO1 PPI mod: 3

What do the screens show for `CCCCN1C[C@H](CSC)[C@@H](CC(=O)Nc2ccc(OC)cc2)C1=O`?
LMPTP block: -2.5; Tb MetRS inh: 1.4; DNMT1 block: 3; CSN inh: 4; Rpn11 inh: inactive; STEP inh: 3; MLLE-PAM2 inh: -4; NadD inh: -4; SUMO1 PPI mod: -5

How did COC(=O)c1cc(OC)c(OC)cc1NC(=O)Nc1ccccc1F do in these assays?
LMPTP block: -0.2; Tb MetRS inh: -0.3; DNMT1 block: 1; CSN inh: 0; Rpn11 inh: inactive; STEP inh: -2; MLLE-PAM2 inh: 7; NadD inh: -6; Scp-1 inhibitor: -21; SUMO1 PPI mod: 6

Results for O=C(CNc1ccc2ccccc2c1)N/N=C/c1ccncc1 ?
LMPTP block: -0.6; Tb MetRS inh: -0.3; DNMT1 block: 1; CSN inh: -1; Rpn11 inh: inactive; STEP inh: 0; MLLE-PAM2 inh: -12; NadD inh: 1; Scp-1 inhibitor: -13; SUMO1 PPI mod: -19

What do the screens show for `CCOCC(=O)Nc1nc2c(s1)C(=O)CC(C)(C)C2`?
LMPTP block: -1.2; Tb MetRS inh: -0.5; DNMT1 block: 1; CSN inh: 6; Rpn11 inh: inactive; STEP inh: -2; MLLE-PAM2 inh: -1; NadD inh: 2; Scp-1 inhibitor: 0; SUMO1 PPI mod: -4

What do the screens show for `Cc1cccc(C)c1-n1nnnc1C(C1CC1)N1CCN(C/C=C/c2ccccc2)CC1` (centres undefined)?
LMPTP block: -0.6; Tb MetRS inh: -0.7; DNMT1 block: -2; CSN inh: 4; Rpn11 inh: inactive; STEP inh: 0; MLLE-PAM2 inh: 0; NadD inh: 0; SUMO1 PPI mod: -2

Results for O=C1NC(c2cccc3ccccc23)Nc2ccccc21 (centres undefined) ?
LMPTP block: -1.5; Tb MetRS inh: 0.0; DNMT1 block: 3; CSN inh: 0; Rpn11 inh: inactive; STEP inh: -3; MLLE-PAM2 inh: -5; NadD inh: -3; Scp-1 inhibitor: 0; SUMO1 PPI mod: 5

How did CC(=NCCCn1ccnc1)c1c(C)[nH]n(-c2ccc([N+](=O)[O-])cc2)c1=O do in these assays?
LMPTP block: -5.8; Tb MetRS inh: 0.8; DNMT1 block: 0; CSN inh: -8; Rpn11 inh: inactive; STEP inh: 2; MLLE-PAM2 inh: -1; NadD inh: -4; Scp-1 inhibitor: -3; SUMO1 PPI mod: -21

Results for CC1(C)CC(=O)C(C=NCCN2CCN(C(=S)Nc3cccc(Cl)c3)CC2)=C(O)C1 ?
LMPTP block: -2.8; Tb MetRS inh: 0.0; DNMT1 block: 1; CSN inh: -4; Rpn11 inh: inactive; STEP inh: 4; MLLE-PAM2 inh: -66; NadD inh: 4; Scp-1 inhibitor: -3; SUMO1 PPI mod: 3

The closing two records of the section above come first, to join the parts:
How did CC(=NCCCn1ccnc1)c1c(C)[nH]n(-c2ccc([N+](=O)[O-])cc2)c1=O do in these assays?
LMPTP block: -5.8; Tb MetRS inh: 0.8; DNMT1 block: 0; CSN inh: -8; Rpn11 inh: inactive; STEP inh: 2; MLLE-PAM2 inh: -1; NadD inh: -4; Scp-1 inhibitor: -3; SUMO1 PPI mod: -21

Results for CC1(C)CC(=O)C(C=NCCN2CCN(C(=S)Nc3cccc(Cl)c3)CC2)=C(O)C1 ?
LMPTP block: -2.8; Tb MetRS inh: 0.0; DNMT1 block: 1; CSN inh: -4; Rpn11 inh: inactive; STEP inh: 4; MLLE-PAM2 inh: -66; NadD inh: 4; Scp-1 inhibitor: -3; SUMO1 PPI mod: 3

Results for CCCC(=O)NC(=S)c1c(C)n(C)n(-c2ccccc2)c1=O ?
LMPTP block: -1.6; Tb MetRS inh: -1.0; DNMT1 block: 0; CSN inh: 2; Rpn11 inh: inactive; STEP inh: 3; MLLE-PAM2 inh: 3; NadD inh: -6; Scp-1 inhibitor: -2; SUMO1 PPI mod: -15

How did COc1ccc(CC(=O)Nc2ccccc2-c2ccccc2)cc1OC do in these assays?
LMPTP block: 0.5; Tb MetRS inh: -0.5; DNMT1 block: 1; CSN inh: 5; Rpn11 inh: inactive; STEP inh: -2; MLLE-PAM2 inh: -4; NadD inh: -16; Scp-1 inhibitor: -10; SUMO1 PPI mod: 1

What do the screens show for `COc1ccccc1OCC(=O)Nc1ccc(O)cc1C(=O)O`?
LMPTP block: -1.7; Tb MetRS inh: -0.8; DNMT1 block: 2; CSN inh: -1; Rpn11 inh: inactive; STEP inh: -4; MLLE-PAM2 inh: 5; NadD inh: -8; Scp-1 inhibitor: -6; SUMO1 PPI mod: 4

What do the screens show for `O=C(NCC(c1ccco1)N1CCN(c2ccc(F)cc2)CC1)c1ccco1` (centres undefined)?
LMPTP block: -0.5; Tb MetRS inh: -0.5; DNMT1 block: 1; CSN inh: -5; Rpn11 inh: inactive; STEP inh: 1; MLLE-PAM2 inh: 0; NadD inh: -2; Scp-1 inhibitor: -4; SUMO1 PPI mod: 0

How did CC(C)NC(=S)N(C)C1(c2ccccc2Cl)CCCCC1=O (centres undefined) do in these assays?
LMPTP block: 2.4; Tb MetRS inh: -1.0; DNMT1 block: -3; CSN inh: 2; Rpn11 inh: inactive; STEP inh: 3; MLLE-PAM2 inh: -78; NadD inh: -2; Scp-1 inhibitor: -6; SUMO1 PPI mod: -2

Results for CC12CC3(C)CC(C)(C1)CC(C(=O)Nc1nn[nH]n1)(C2)C3 ?
LMPTP block: -0.5; Tb MetRS inh: -0.1; DNMT1 block: -1; CSN inh: -2; Rpn11 inh: inactive; STEP inh: 1; MLLE-PAM2 inh: -2; NadD inh: 0; Scp-1 inhibitor: -4; SUMO1 PPI mod: -2

What do the screens show for `COCC(=O)N1CCC(Oc2ccc(C(=O)N3CCCCC3COC)cc2)CC1` (centres undefined)?
LMPTP block: -0.7; Tb MetRS inh: -0.5; DNMT1 block: 0; CSN inh: 0; Rpn11 inh: inactive; STEP inh: 3; MLLE-PAM2 inh: 6; NadD inh: -5; Scp-1 inhibitor: -3; SUMO1 PPI mod: -5

Results for CCCn1c(SCC(=O)NC2CCCC(C)C2C)n[nH]c1=O (centres undefined) ?
LMPTP block: 0.4; Tb MetRS inh: -0.7; DNMT1 block: 0; CSN inh: -3; Rpn11 inh: inactive; STEP inh: 5; MLLE-PAM2 inh: -5; NadD inh: -5; Scp-1 inhibitor: -12; SUMO1 PPI mod: -1

Results for Fc1cccc(CSc2ncnc3c2ncn3C2CCCCO2)c1 (centres undefined) ?
LMPTP block: 1.1; Tb MetRS inh: -0.5; DNMT1 block: 0; CSN inh: -1; Rpn11 inh: inactive; STEP inh: 1; MLLE-PAM2 inh: -11; NadD inh: 2; Scp-1 inhibitor: 3; SUMO1 PPI mod: 1

Results for CC1(C)CC(CC(=O)NNc2nc(-c3ccccc3)cs2)C(=O)O1 (centres undefined) ?
LMPTP block: -0.9; Tb MetRS inh: 0.0; DNMT1 block: 0; CSN inh: 0; Rpn11 inh: inactive; STEP inh: -4; MLLE-PAM2 inh: -29; NadD inh: 1; Scp-1 inhibitor: -7; SUMO1 PPI mod: -1

Results for COCCNC(=O)CSc1nc2sccc2c(=O)n1-c1ccccc1 ?
LMPTP block: 1.0; Tb MetRS inh: -0.7; DNMT1 block: -5; CSN inh: 3; Rpn11 inh: inactive; STEP inh: 2; MLLE-PAM2 inh: -3; NadD inh: -1; Scp-1 inhibitor: -5; SUMO1 PPI mod: 4

What do the screens show for `COc1ccc(-c2sc3ccccc3c2-c2ccc(OCCN3CCOCC3)cc2)cc1`?
LMPTP block: 3.4; Tb MetRS inh: -0.8; DNMT1 block: -12; CSN inh: 4; Rpn11 inh: inactive; STEP inh: 0; MLLE-PAM2 inh: -4; NadD inh: 2; Scp-1 inhibitor: -8; SUMO1 PPI mod: -3

Results for COc1cc(Cl)cc(C(=O)O)c1OCC(=O)O ?
LMPTP block: -2.2; Tb MetRS inh: -0.4; DNMT1 block: 0; CSN inh: -3; Rpn11 inh: inactive; STEP inh: -2; MLLE-PAM2 inh: 1; NadD inh: 1; Scp-1 inhibitor: -2; SUMO1 PPI mod: 3

What do the screens show for `CC(C)C(C(=O)NCc1ccco1)N(C(=O)CNS(=O)(=O)c1ccccc1)c1ccccc1` (centres undefined)?
LMPTP block: -1.4; Tb MetRS inh: 0.4; DNMT1 block: 0; CSN inh: 3; Rpn11 inh: inactive; STEP inh: -2; MLLE-PAM2 inh: 0; NadD inh: 5; Scp-1 inhibitor: 0; SUMO1 PPI mod: -4

What do the screens show for `Cc1cc(S(=O)(=O)N2CCCC2)ccc1OCC(=O)N1CCOCC1`?
LMPTP block: -1.4; Tb MetRS inh: -0.4; DNMT1 block: 5; CSN inh: -2; Rpn11 inh: inactive; STEP inh: -1; MLLE-PAM2 inh: -2; NadD inh: 2; Scp-1 inhibitor: 6; SUMO1 PPI mod: -2
